Screening results from PubChem.
SRC2 inh = human SRC2 (NCOA2) inhibition. Q15596. HEK293 GAL4-SRC2 luciferase reporter, luminescence. inhibition, % at 9 µM. 0.17% of 370,000 active;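 active means inhibition above the mean inhibition of all tested compounds plus 3 SD, set per campaign, cut at about 52% in these data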;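 further: 0% = DMSO treated cells and 100% = cells given Gossypol at 36 µM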
MC4R antagonist = antagonists of human melanocortin 4 receptor (MC4R). 0.48% of 360,000 active. inhibition, % at 6.5 µM. MC4R-expressing cells, MTII-stimulated cAMP, LANCE TR-FRET. AID 540295;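 active means inhibition above its plate's cutoff, the mean of tested wells on that plate plus 3 SD, cut at about 29% in these data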;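 further: 0% = Melanotan II alone and 100% = Melanotan II plus saturating MCL0020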
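Material: U2OS-MC4R stable cell line | Reagent: Melanotan II challenge after compound preincubation | Doses: One concentration, 6.5 µM nominal | Incubation: 30-min compound preincubation, 1-h Melanotan II challenge, 1-h detection, room temperature | Signal: TR-FRET cAMP assay | Replicates: One well per compound, no replicates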
NOD2 RIPK2 PPI = blocks binding of human NOD2 to RIPK2. O43353. CHO BLA complementation NOD2-RIPK2, CCF4 ratio. inhibition, % at 4.98 µM. 0.38% of 360,000 active. AID 624267; in the data active means inhibition above about 21%;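 further: 0% = vehicle only and 100% = reference blocker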
Target sequence (O43353 whole entry, looked up): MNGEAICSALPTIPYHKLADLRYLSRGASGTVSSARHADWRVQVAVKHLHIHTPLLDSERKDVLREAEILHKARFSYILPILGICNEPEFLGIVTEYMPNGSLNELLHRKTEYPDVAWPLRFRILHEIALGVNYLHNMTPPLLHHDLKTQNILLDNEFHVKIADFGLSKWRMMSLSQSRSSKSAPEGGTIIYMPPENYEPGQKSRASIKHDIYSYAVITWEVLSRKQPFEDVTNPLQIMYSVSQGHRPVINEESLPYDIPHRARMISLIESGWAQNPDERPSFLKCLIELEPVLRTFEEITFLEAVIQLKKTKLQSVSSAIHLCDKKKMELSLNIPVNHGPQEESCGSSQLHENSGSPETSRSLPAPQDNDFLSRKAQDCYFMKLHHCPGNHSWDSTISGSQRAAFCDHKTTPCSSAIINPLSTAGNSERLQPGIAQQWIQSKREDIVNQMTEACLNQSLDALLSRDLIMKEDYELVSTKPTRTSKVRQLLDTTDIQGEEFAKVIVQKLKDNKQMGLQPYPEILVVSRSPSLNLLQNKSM
H9c2 protect = myocardial damage modulation in H9c2 cells. H9c2 cardiomyocytes, H2O2 injury protection, ATPLite, 2 h. 0.63% of 360,000 active. AID 588492. protection from H2O2 cell death, % at 20 µM;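 active means compounds giving at least 50% protection of heart cells from peroxide-induced death in the single-dose screen, raw or plate-pattern-corrected value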;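 further: 0% = DMSO wells with peroxide and 100% = DMSO wells without peroxide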
ABCB6 inh MLPCN = blocks the human ABCB6 transporter | Q9NP58 | fluorescence ratio to DMSO, % at 10 µM | 0.19% of 360,000 active | K562-ABCB6 porphyrin accumulation, flow cytometry, 1 h; hits give low values;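 active means fluorescence ratio to DMSO below 75%, the collection mean minus 3 SD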;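 further: signal is porphyrin accumulated inside mitochondria; 100% equals median channel fluorescence of DMSO control wells; lower ratio means ABCB6 inhibition with less porphyrin fluorescence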
N-glyco inh = blocks N-linked glycosylation in D54 reporter cells; D54 ERlucT glycosylation luciferase reporter, 24 h; percent of 100 nM tunicamycin response; reporter increase, % at 12.5 µM; 0.23% of 360,000 active; AID 588692;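 active means mean luciferase reporter signal, scaled so untreated is 0 and the glycosylation-blocking control 100, at or above a set limit in every replicate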;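 further: luciferase carries N-glycosylation sites so blocking glycosylation raises the light; 0% = median of neutral control wells and 100% = median of 100 nM tunicamycin wells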
TLR9-MyD88 block = inhibitors of human TLR9-MyD88 binding; inhibition, % at 4.98 µM; 0.21% of 340,000 active; Q9NR96+Q99836; AID 504734; CHO BLA complementation TLR9-MyD88, CCF4 FRET ratio;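 active means inhibition above the mean over all tested compounds plus 3 SD, cut at about 21% in these data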;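 further: 0% = DMSO only wells and 100% = clavulanate BLA inhibitor control wells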
MC4R ag barr = human MC4R agonism via beta-arrestin; 0.98% of 360,000 active; activation, % at 8.9 µM; AID 540308; U2OS MC4R beta-arrestin complementation, luminescence; percent of melanotan II response, DMSO zero;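 active means activation above a per-plate cutoff, the mean activation of sample wells on that plate plus 3 SD, cut at about 8% in these data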
ABHD5-PLIN5 inh = inhibitors of human ABHD5-perilipin-5 interaction; inhibition, % at 4 µM; 0.78% of 360,000 active; AID 602281; Split G. princeps luciferase complementation, luminescence, 4 h;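 active means inhibition above the mean inhibition across every tested compound plus 3 SD, cut at about 22% in these data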;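 further: 0% = DMSO only wells and the 100% control is not disclosed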
m5-HT2A agonist = activates the mouse 5-HT2A serotonin receptor; AID 624169; P35363; 0.66% of 360,000 active; activation, % at 7.6 µM; CHO-K1 mHTR2A beta-arrestin complementation, luminescence; percent of 30 µM serotonin response;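 active means activation above a run cutoff, the mean activation of all tested compounds plus 3 SD, cut at about 14% in these data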;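 further: 0% = plate median of compound wells and 100% = 30 µM serotonin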
Target sequence (P35363 whole entry, looked up): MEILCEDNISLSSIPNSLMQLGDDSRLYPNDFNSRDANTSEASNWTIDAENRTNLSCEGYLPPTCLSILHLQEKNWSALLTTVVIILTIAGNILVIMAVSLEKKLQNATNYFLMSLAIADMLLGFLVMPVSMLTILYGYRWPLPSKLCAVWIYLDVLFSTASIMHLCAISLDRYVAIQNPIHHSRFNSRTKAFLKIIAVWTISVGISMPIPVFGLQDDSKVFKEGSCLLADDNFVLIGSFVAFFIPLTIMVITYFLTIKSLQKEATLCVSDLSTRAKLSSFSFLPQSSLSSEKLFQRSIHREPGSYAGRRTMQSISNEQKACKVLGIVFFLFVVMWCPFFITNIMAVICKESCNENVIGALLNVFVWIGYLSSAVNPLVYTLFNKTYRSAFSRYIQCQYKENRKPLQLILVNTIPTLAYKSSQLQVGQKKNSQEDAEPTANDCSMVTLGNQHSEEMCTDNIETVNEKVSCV
The depositor's hits bear a star; x = not tested or not shown. This is a subset; rates above refer to the full screens.

SMILES	SRC2 inh	MC4R antagonist	NOD2 RIPK2 PPI	H9c2 protect	ABCB6 inh MLPCN	N-glyco inh	TLR9-MyD88 block	MC4R ag barr	ABHD5-PLIN5 inh	m5-HT2A agonist
O=C(N/N=C/c1sc2ccccc2c1O)c1ccccc1	x	-9	8	29	112	-15	7	0.3	-6	-6
COC(=O)CN1C(=O)S/C(=C/c2cc(C)n(C)c2C)C1=O	-73	-6	0	-12	93	-4	3	-0.8	5	6
CC(C)CCNC(=O)CN(Cc1ccccc1Cl)C(=O)CCC(=O)Nc1ccccn1	31	2	0	7	96	2	-18	-0.2	0	6
O=C(Cc1cn(Cc2cccc(Cl)c2)c2ccccc12)N1CCCC1	17	7	9	-3	95	-6	-6	-2.9	2	-4
CCN(CC)S(=O)(=O)c1ccc(C)c(NC(=O)COC(=O)[C@@H]2CCCN2C(=O)c2cccs2)c1	-5	2	-3	-4	90	0	2	-1.8	2	14
CC(CCc1ccco1)NC(=O)Cn1nc(Cc2ccncc2)c2ccccc2c1=O (configuration not stated)	0	4	-2	2	103	-1	-1	2.3	4	0
Nc1ccc2c(c1)C(=O)N(CCCCCC(=O)O)C2	11	1	-10	5	89	2	0	-1.3	2	-1
O=S(=O)(NCCN1CCOCC1)c1ccc(Cl)s1	10	-4	2	1	102	0	2	-1.1	4	3
COc1cc(C2NC(=O)NC(C)=C2C(=O)OCc2ccccc2)ccc1O (configuration not stated)	7	5	-2	4	95	2	1	-0.6	6	0
O=C(Cc1csc(N2CCOCC2)n1)N/N=C/c1cccc(O)c1	x	-4	-4	-2	96	0	-8	-2.0	1	1
Cc1cc(C(=O)Nc2c(C)nn(Cc3ccc(Cl)cc3)c2C)no1	-40	2	-4	2	93	2	-6	-2.0	-2	2
O=C1CSC(=S)N1/N=C/c1ccc(O)c(O)c1O	x	-11	3	17	99	1	2	-1.9	2	10
CC1(C(=O)NS(=O)(=O)c2cccc(C#N)c2)CCN1C(=O)c1ccccc1 (configuration not stated)	-32	4	4	7	96	1	x	-3.1	6	6
COc1ccc(/C=C2\COc3ccccc3C2=O)c(OC)c1	-32	7	-6	-6	102	9	6	0.6	5	0
O=S(=O)(c1cccs1)N1CCC2(CC1)OCCN2S(=O)(=O)c1ccccc1	0	10	-6	-1	98	-2	0	-1.1	-1	5
C=CCNC(=O)c1ccccc1NS(=O)(=O)c1ccc(OC)c(C(=O)N2CCOCC2)c1	-10	-2	2	13	96	0	0	-0.7	-9	-9
CN(C)S(=O)(=O)c1ccc(SCC(=O)N2CC(=O)Nc3ccccc32)nc1	-10	-2	3	6	99	5	-7	-1.9	0	-2
CS(=O)(=O)N(Cc1ccccc1)c1ccccc1C(=O)O	-2	-4	0	4	103	2	-2	-1.0	-5	-2
CO[C@H]1CN(C)C(=O)c2ccc(NC(=O)c3ccc4c(c3)OCO4)cc2OC[C@H](C)N(CC2CC2)C[C@@H]1C	-9	x	6	x	x	x	x	x	-2	-4
O=C(CSc1nc(-c2ccccc2)cc(=O)[nH]1)Nc1ccc(F)c(F)c1	-34	16	-1	-7	102	1	-2	1.8	-8	12
Cc1ccc(NC(=S)N(N)CCO)cc1	-14	-2	1	5	100	2	8	-2.0	-2	-1
CC(=O)N/C(=C/C(C)C)c1ccccc1	-1	5	-14	5	98	2	1	-0.1	3	7
CCOC(=O)CN(Cc1sccc1C)C(=O)Nc1ccc(OCC)cc1	-7	12	0	-4	100	2	-1	-1.3	-6	-3
CCn1cc(C(=O)Nc2ccc3c(c2)OCCO3)c2cc(OC)c(OC)cc2c1=O	5	9	-6	24	93	-2	2	0.5	8	0
COc1ccc(OCC(O)CNC(=O)c2c(-c3ccccc3)noc2C)cc1 (configuration not stated)	14	2	3	-6	97	1	-3	0.3	7	1
COc1ccc2c(c1)C(C)=CC(C)(C)N2C(=O)C(C)N1C(=O)c2ccccc2C1=O (configuration not stated)	-36	24	-7	7	98	1	1	1.1	-1	-2
Nc1nc(SCc2nc3scc(-c4cccs4)c3c(=O)[nH]2)n[nH]1	-35	-1	9	-6	87	-2	-4	-0.1	-4	0
Cc1cccc(-c2noc(CNS(=O)(=O)c3ccccc3)n2)c1	22	0	-3	5	95	2	1	-2.4	4	1
COc1c(C)cc(Br)cc1C(=O)NCc1cccnc1	10	0	-3	9	97	2	5	0.2	3	-7
Cc1ccc(-c2nn(-c3ccccc3)cc2C(=O)NCCCN2CCCC2=O)cc1	-11	3	-3	6	84	-1	-2	0.2	-7	-9
O=C(CNC(=O)Cc1cccc2ccccc12)NCc1ccccc1F	14	9	2	-1	90	-1	-27	0.1	1	-1
COc1cc(CN(CC2CCCO2)C(=O)c2ccco2)cc(OC)c1OC (configuration not stated)	-24	4	-2	2	97	4	8	-1.0	-2	-4
COc1ccc(-c2cnnc(N/N=C/c3ccc(O)c(OC)c3)n2)cc1	-43	-16	3	-6	97	15	-1	0.3	10	2
Cn1c(=O)c2c(nc(N3CCOCC3)n2CCSc2ncccn2)n(C)c1=O	-4	4	-2	14	93	2	-7	2.9	-14	-7
O=C(N/N=C/C(Cl)=C/c1ccc([N+](=O)[O-])cc1)C(=O)Nc1cccc(C(=O)O)c1	-23	20	-1	0	100	2	-12	1.4	15	-3
N#C/C(=C/c1ccccc1)c1nn(CCO)c(N)c1C#N	-52	1	4	-1	105	1	-5	-1.8	4	-1
Cc1cc(C)cc(NCCC#N)c1	15	-2	-10	21	104	2	-9	-2.9	1	-4
COc1ccccc1NS(=O)(=O)c1cccc(C(=O)N2CCCC2)c1	13	1	-8	7	88	2	-3	-1.5	-4	-2
N=c1ccccn1CC(O)COc1ccccc1 (configuration not stated)	-15	13	3	-4	99	0	-8	-0.2	-6	-3
O=C(c1ccccc1)C1OC1C(=O)c1ccccc1 (configuration not stated)	-1	17	-5	-10	99	-8	-1	-0.2	18	12
COc1ccc(NC(=O)C2=CC(c3ccc(OC)c(OC)c3)=NS(=O)(=O)N2C)cc1	-14	13	2	-3	92	3	-10	0.7	-6	-2
CCOC(=O)CNC(=O)Cn1cnc2c(nnn2-c2ccc(C)cc2)c1=O	-22	18	1	4	104	4	2	-0.1	-7	-1
COc1ccc(CCNC(=O)CSC2=NS(=O)(=O)c3cc(F)ccc3N2)cc1OC	-12	0	-11	-4	98	0	-2	-1.4	-1	3
Cc1ccc(NC(=O)CCNS(=O)(=O)c2ccc(Br)cc2)cc1S(=O)(=O)N1CCOCC1	12	9	-7	-6	102	-2	3	-3.3	-9	-7
Cc1ccc(S(=O)(=O)N2CCNC(=O)C2)c(C)c1	-97	-4	-3	-1	104	2	-1	2.8	-2	5
O=C(NCc1n[nH]c(=S)n1-c1ccccc1)c1ccc(S(=O)(=O)N2CCOCC2)cc1	-1	6	3	-3	105	0	-11	-2.4	-3	4
CC(=O)N1CCN(S(=O)(=O)c2cccc(C(=O)NNC(=O)COc3c(C)cccc3C)c2)CC1	-13	9	-15	1	94	11	7	-1.6	7	1
COc1ccc2c(C)nc(N/C(N)=N/S(=O)(=O)c3ccc(C)cc3)nc2c1	-15	-19	-2	-9	93	6	6	-0.2	14	-4
CCc1ccccc1N(C(=O)c1ccco1)C(C(=O)NC1CCCC1)c1cccnc1 (configuration not stated)	-38	-4	-14	12	98	0	-6	-0.9	2	4
CN1CCN(S(=O)(=O)c2ccc(Cl)c(C(F)(F)F)c2)CC1	-10	0	-2	-4	93	0	-3	-0.4	8	1
COc1ccc(NS(=O)(=O)c2ccc3c(c2)NC(=O)C(C)S3)cc1 (configuration not stated)	10	-5	-5	-10	91	-2	6	-2.1	0	-5
COc1ccc(/C=N/N=C2/NC(=O)C(CC(=O)O)S2)cc1OCc1ccc(Cl)cc1Cl (configuration not stated)	-5	-2	-14	4	96	1	-2	-1.2	-1	-1
Cc1ccc(Nc2nc(CSc3nnc(-c4cccnc4)n3-c3ccccc3F)cs2)cc1	1	18	-9	-5	97	2	-3	-0.4	-10	1
CC(C)c1ccc(NC2CCCN(C(=O)c3ccnc(Cl)c3)C2)cc1 (configuration not stated)	1	6	-4	-2	102	3	6	-0.7	-3	1
CC1CCCCC1NC(=O)CN1C(=O)NC(C)(c2ccc(OC(F)F)cc2)C1=O (configuration not stated)	-1	-1	1	4	100	5	2	-1.7	-4	-4
N#C/C(=C\c1c(Cl)cccc1Cl)c1nc2ccccc2[nH]1	-11	3	15	-11	94	-2	2	-1.9	-4	-7
Cc1cc(C)nc(N2CCC(C(=O)Nc3ccc4c(c3)CCC4)CC2)n1	-6	19	-7	-10	101	4	2	-0.9	-3	-4
CSC1=NCCN1S(=O)(=O)c1ccc(F)cc1	4	6	-10	8	99	2	-4	-0.1	-7	-4
CCN(CC)N=Nc1ccc(C(=O)O)cc1	-41	6	12	0	93	0	6	-0.8	0	1
Cc1cccc2sc(NC(=O)c3ccc(OCC4CCCO4)cc3)nc12 (configuration not stated)	-27	14	-2	-2	91	-1	1	-0.8	2	4

Next entries.
SMILES	SRC2 inh	MC4R antagonist	NOD2 RIPK2 PPI	H9c2 protect	ABCB6 inh MLPCN	N-glyco inh	TLR9-MyD88 block	MC4R ag barr	ABHD5-PLIN5 inh	m5-HT2A agonist
Cc1onc(-c2c(Cl)cccc2Cl)c1C(=O)NCCc1ccc(S(N)(=O)=O)cc1	2	4	-1	4	103	0	4	-1.0	-2	-3
N#Cc1cccc(-n2nnnc2-c2ccc3c(c2)OCO3)c1	-37	8	0	-12	98	-2	3	-2.7	3	8
CCN(CC)c1ccc2c(C)c(CO)c(=O)oc2c1	-22	12	12	-8	99	1	11	-0.2	-2	-2
COCCNC(=O)C(c1ccco1)N(C(=O)Cn1nnc2ccccc21)c1ccc(C)cc1C (configuration not stated)	12	10	-2	14	101	0	-5	-1.2	4	2
Cn1cccc1C(=O)Nc1ccc(Cl)c(S(=O)(=O)N2CCCCC2)c1	32	7	-1	-5	98	-4	2	0.7	-6	3
CCCC(=O)Nc1cccc(NC(=S)NC(=O)C(C)Oc2ccc(Cl)cc2Cl)c1 (configuration not stated)	1	9	-1	-10	100	-1	-11	-2.5	-2	-3
COc1ccc(-c2csc(N3CCN(C(=O)c4ccco4)CC3)n2)cc1	10	4	0	-16	96	-7	2	-0.2	-11	1
O=C1/C(=C/c2ccc([N+](=O)[O-])cc2)Oc2cc(O)ccc21	-29	-1	-4	-21	102	1	-8	-2.3	0	1

Rewritten bar-delimited: entries from further up.
smiles | SRC2 inh | MC4R antagonist | NOD2 RIPK2 PPI | H9c2 protect | ABCB6 inh MLPCN | N-glyco inh | TLR9-MyD88 block | MC4R ag barr | ABHD5-PLIN5 inh | m5-HT2A agonist
N#Cc1cccc(-n2nnnc2-c2ccc3c(c2)OCO3)c1 | -37 | 8 | 0 | -12 | 98 | -2 | 3 | -2.7 | 3 | 8
COCCNC(=O)C(c1ccco1)N(C(=O)Cn1nnc2ccccc21)c1ccc(C)cc1C (configuration not stated) | 12 | 10 | -2 | 14 | 101 | 0 | -5 | -1.2 | 4 | 2
Cc1onc(-c2c(Cl)cccc2Cl)c1C(=O)NCCc1ccc(S(N)(=O)=O)cc1 | 2 | 4 | -1 | 4 | 103 | 0 | 4 | -1.0 | -2 | -3
CCN(CC)c1ccc2c(C)c(CO)c(=O)oc2c1 | -22 | 12 | 12 | -8 | 99 | 1 | 11 | -0.2 | -2 | -2
